Screening results as filed in PubChem.
SUMO HTRF inh: blocks human SUMOylation mediated by UBC9; P63279; HTRF SUMOylation assay, SAE1/SAE2 + UBC9, in vitro; AID 2006; 290,000 tested, 0.36% active; inhibition, % at 35 µM; in the data active = inhibition above about 50%, passing the limit was not always enough; also: strong numbers were not always called active
Target sequence (P63279 whole entry, looked up): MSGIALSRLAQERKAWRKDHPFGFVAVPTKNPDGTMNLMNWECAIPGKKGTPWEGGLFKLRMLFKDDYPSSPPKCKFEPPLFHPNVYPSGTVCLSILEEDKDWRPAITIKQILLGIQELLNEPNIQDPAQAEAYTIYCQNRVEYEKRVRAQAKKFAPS
IMP-1 inhibitor: inhibitors of Pseudomonas aeruginosa IMP-1 metallo-beta-lactamase | purified IMP-1, nitrocefin hydrolysis, epi-absorbance fluorescence | inhibition, % at 5.6 µM | 290,000 tested, 0.45% active | AID 1556;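 active = inhibition above the mean plus 3 SD of all compounds in the same screening run, cut at about 4.5% in these data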;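 also: 0% = IMP-1 with DMSO and 100% = DMSO wells lacking enzyme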
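assay system = purified recombinant IMP-1 metallo-beta-lactamase enzyme | schedule = 15 min preincubation plus 25 min reaction at 25 °C | signal = Epi-absorbance fluorescence, 480 nm excitation, 530 nm emission | read-out basis = percent inhibition from optical density relative to buffer-blank wells | controls = IMP-1 with DMSO as 0%, enzyme-free DMSO as 100%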
IDE cell activ: activators of human insulin-degrading enzyme in cells | P14735 | HEK cells, FAbeta-B cleavage, fluorescence polarization; 0% vehicle, 100% cell-free pure enzyme wells | activation, % at 5.96 µM | 340,000 tested, 0.073% active;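 active = activation above the mean of all tested compounds plus 3 SD, set per screening campaign, cut at about 17% in these data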
FID counter: displaces DNA intercalator in HCV helicase counter-screen. DNA fluorescent intercalator displacement, fluorescence. inhibition, % at 7.9 µM. 290,000 tested, 0.17% active; in the data active = inhibition above about 37%;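 also: 0% = vehicle and 100% = reference compound; higher means more ethidium bromide displaced from hairpin DNA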
pCIP destab: compounds decreasing mouse p/CIP protein stability. decrease of EGFP signal, % at 10 µM. F442A p/CIP-EGFP cells, EGFP fluorescence, 16 h. Q05BA5. 290,000 tested, 0.01% active;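 active = EGFP signal decrease of at least 30% at 10 µM or well 3 SD below plate mean, unless failing retest; inactive = the rest, including hits failing retest or dose response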; also: some compounds called inactive have numbers as strong as hits; many of its hits are not listed in these tables
MEKK3 PB1 HTS: modulators (inhibitors or enhancers) of MEK5 binding to human MEKK3 PB1 domain | Q99759 | bead-based flow cytometry, Alexa488-MEK5 binding to MEKK3; actives lie on both sides; 0 = blocked by unlabeled MEK5, 100 = vehicle | binding response (% of control), % at 10 µM | 290,000 tested, 1.4% active;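 active = binding response more than 3 SD above or below the average of its plate-row segment, actives on both sides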;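 also: Alexa488 bead fluorescence after subtracting the streptavidin-only scavenger bead signal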
Target sequence (Q99759 whole entry, looked up, the tested form may be a part): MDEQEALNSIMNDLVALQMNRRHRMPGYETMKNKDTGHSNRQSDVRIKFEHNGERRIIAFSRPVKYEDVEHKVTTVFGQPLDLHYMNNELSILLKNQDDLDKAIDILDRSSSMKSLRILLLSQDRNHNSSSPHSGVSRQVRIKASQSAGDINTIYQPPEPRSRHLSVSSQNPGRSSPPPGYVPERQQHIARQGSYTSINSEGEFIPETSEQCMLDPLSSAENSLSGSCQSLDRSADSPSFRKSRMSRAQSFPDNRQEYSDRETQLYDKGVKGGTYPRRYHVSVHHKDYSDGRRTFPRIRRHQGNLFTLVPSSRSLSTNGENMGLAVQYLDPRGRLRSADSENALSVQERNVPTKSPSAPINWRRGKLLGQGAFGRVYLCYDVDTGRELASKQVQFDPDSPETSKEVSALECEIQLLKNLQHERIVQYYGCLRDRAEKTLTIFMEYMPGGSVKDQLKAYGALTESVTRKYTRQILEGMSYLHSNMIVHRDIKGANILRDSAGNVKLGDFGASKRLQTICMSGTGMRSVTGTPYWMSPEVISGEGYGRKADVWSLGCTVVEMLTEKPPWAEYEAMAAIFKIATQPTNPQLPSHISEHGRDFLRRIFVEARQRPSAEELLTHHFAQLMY
VIM-2 inhibitor: blocks Pseudomonas aeruginosa VIM-2 metallo-beta-lactamase; purified VIM-2, nitrocefin hydrolysis, epi-absorbance fluorescence; inhibition, % at 5.6 µM; 290,000 tested, 0.89% active; AID 1527;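 active = inhibition above the mean of all tested compounds plus 3 SD, cutoff set per screening run, cut at about 7.5% in these data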;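 also: red hydrolysis product quenches plate fluorescence so inhibitors raise well fluorescence; 0% = enzyme with DMSO and 100% = DMSO without enzyme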
PHOSPHO1 block: inhibitors of human PHOSPHO1 phosphatase; 290,000 tested, 1.1% active; recombinant PHOSPHO1, absorbance phosphatase assay; AID 1565; inhibition, % at 13.3 µM; in the data active = inhibition above about 60%
Target sequence (Q8TCT1 whole entry, looked up): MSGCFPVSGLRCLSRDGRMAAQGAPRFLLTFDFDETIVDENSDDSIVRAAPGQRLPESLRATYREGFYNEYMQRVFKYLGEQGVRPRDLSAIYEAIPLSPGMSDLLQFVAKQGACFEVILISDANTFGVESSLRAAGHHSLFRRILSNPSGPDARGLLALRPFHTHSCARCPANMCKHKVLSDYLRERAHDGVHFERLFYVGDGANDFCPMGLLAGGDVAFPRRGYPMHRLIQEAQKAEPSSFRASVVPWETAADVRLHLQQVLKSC
NS3 helicase inh: HCV NS3 helicase inhibition; NS3 helicase DNA unwinding, Cy5 molecular beacon fluorescence; 290,000 tested, 0.56% active; inhibition, % at 10.9 µM;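 active = inhibition above the mean of all tested compounds plus 3 SD, set per campaign, cut at about 35% in these data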;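 also: 0% = DMSO wells and 100% = thioflavine S control wells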
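Test system: hepatitis C virus NS3 helicase domain fragment enzyme. Also added: annealed dual-labelled DNA beacon duplex, ATP-started. Timing: 60 min unwinding reaction at 25 °C after ATP addition. Technique: Cy5 fluorescence. Measure: % inhibition of unwinding.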
* = called active by the depositor; . = not tested or not shown. Only part of the results is shown (hit frequency here may not be typical).

SMILES	SUMO HTRF inh	IMP-1 inhibitor	IDE cell activ	FID counter	pCIP destab	MEKK3 PB1 HTS	VIM-2 inhibitor	PHOSPHO1 block	NS3 helicase inh
O=C(Nc1cccc(C(F)(F)F)c1)c1ccc(-n2cncn2)nc1	14.0	-0.2	2.0	-2.9	-6.1	102.0	-2.3	34.1	-5.6
CCCCn1c(-c2ccoc2C)n[nH]c1=S	1.1	-3.7	-6.9	-15.2	-5.6	91.0	16.2*	-3.3	1.5
CCOc1ccc(C(=O)OCn2nnc3ccccc3c2=O)cc1OC	-0.1	-3.9	2.3	0.5	3.3	107.0	-3.4	-6.0	4.0
c1ccc(CCNc2nc3ccccc3s2)cc1	-3.3	-1.1	6.7	-8.2	9.8	103.0	-1.2	11.6	-12.0
CCc1ccc(OCCCOc2ccc(C=O)cc2)cc1	8.6	-2.3	-5.6	-3.0	-9.2	101.0	-2.3	-2.0	8.6
COc1ccc2oc(=N)c(-c3nnc4n3CCCCC4)cc2c1	24.6	2.1	4.7	-6.3	-1.4	105.0	0.6	5.0	7.9
C[C@H](NC(=O)[C@@H]1Cc2ccccc2CN1)C(=O)Nc1ccc2c(c1)OCCO2	-3.2	1.1	1.1	5.1	-7.3	100.0	-0.3	17.4	-8.8
COc1cc(OC)c2c(N)c(C#N)c(C(F)(F)C(F)(F)F)nc2c1	20.9	-2.9	-0.7	-5.2	0.5	102.0	-1.8	11.6	2.9
Cc1c(C(=O)N2CCCC2)oc2c1-c1nn(CC(=O)NCCCN3CCCCC3)cc1CC2	-3.2	-0.1	4.5	-2.2	1.2	95.0	0.7	27.9	-20.8
CC(C)C(c1nnnn1C1CCCC1)N1CCOCC1 (stereo unspecified)	1.8	-2.5	3.1	-2.6	-8.7	96.0	-1.2	-23.8	1.1
Cc1nc2c(cc1C(=O)N/N=C/c1ccc([N+](=O)[O-])cc1)c(=O)n(C)c(=O)n2C	-8.2	-3.2	-1.5	-2.0	-3.1	135.0*	-4.2	13.3	-0.7
CN(C)CCN(Cc1ccco1)S(=O)(=O)c1ccc(-c2ccc(=O)[nH]n2)s1	11.0	-1.6	5.9	-6.9	-3.0	100.0	0.3	27.9	-1.1
Cc1cc(C)n(-c2c(C)[nH]c3ccccc23)n1	2.2	-1.2	-0.4	-8.1	11.8	99.0	-1.8	11.2	-13.1
CCOCCCNC(=O)c1[nH]c(C)c(C(C)=O)c1C	14.5	-1.8	7.2	-0.1	-15.8	110.0	-2.9	8.9	11.9
CC(C)[C@H](NC(=O)c1ccccc1F)C(=O)Nc1nc2c(s1)CCCC2	-6.1	-1.8	5.8	-19.9	-3.2	97.0	-1.8	-14.7	-15.3

Sorted by number of heavy atoms (lowest first): part of the list above
SMILES	SUMO HTRF inh	IMP-1 inhibitor	IDE cell activ	FID counter	pCIP destab	MEKK3 PB1 HTS	VIM-2 inhibitor	PHOSPHO1 block	NS3 helicase inh
COc1cc(OC)c2c(N)c(C#N)c(C(F)(F)C(F)(F)F)nc2c1	20.9	-2.9	-0.7	-5.2	0.5	102.0	-1.8	11.6	2.9
CCOc1ccc(C(=O)OCn2nnc3ccccc3c2=O)cc1OC	-0.1	-3.9	2.3	0.5	3.3	107.0	-3.4	-6.0	4.0
Cc1nc2c(cc1C(=O)N/N=C/c1ccc([N+](=O)[O-])cc1)c(=O)n(C)c(=O)n2C	-8.2	-3.2	-1.5	-2.0	-3.1	135.0*	-4.2	13.3	-0.7
Cc1c(C(=O)N2CCCC2)oc2c1-c1nn(CC(=O)NCCCN3CCCCC3)cc1CC2	-3.2	-0.1	4.5	-2.2	1.2	95.0	0.7	27.9	-20.8

The main list resumes, repeating the 4 entries before the break.
SMILES	SUMO HTRF inh	IMP-1 inhibitor	IDE cell activ	FID counter	pCIP destab	MEKK3 PB1 HTS	VIM-2 inhibitor	PHOSPHO1 block	NS3 helicase inh
CN(C)CCN(Cc1ccco1)S(=O)(=O)c1ccc(-c2ccc(=O)[nH]n2)s1	11.0	-1.6	5.9	-6.9	-3.0	100.0	0.3	27.9	-1.1
Cc1cc(C)n(-c2c(C)[nH]c3ccccc23)n1	2.2	-1.2	-0.4	-8.1	11.8	99.0	-1.8	11.2	-13.1
CCOCCCNC(=O)c1[nH]c(C)c(C(C)=O)c1C	14.5	-1.8	7.2	-0.1	-15.8	110.0	-2.9	8.9	11.9
CC(C)[C@H](NC(=O)c1ccccc1F)C(=O)Nc1nc2c(s1)CCCC2	-6.1	-1.8	5.8	-19.9	-3.2	97.0	-1.8	-14.7	-15.3
N#Cc1c(N)nc2c(c1-c1ccncc1)CCCCCC2	.	-4.5	-3.8	-2.3	.	100.0	-2.6	.	1.3
Cc1ccc(S(=O)(=O)N2CCOCC2)cc1C(=O)OCC(=O)N1c2ccccc2NC(=O)C1(C)C	4.5	-7.8	.	-5.2	5.1	100.0	-1.7	0.3	4.1
CCOc1ccc(CCNC(=O)c2nnc(CS(=O)(=O)c3ccccc3)o2)cc1OCC	-8.3	-2.8	0.1	-36.1	2.7	104.0	-1.8	31.9	-3.2
COc1ccc(S(=O)(=O)N2CCC(C(=O)NC3CC3)CC2)cc1C	6.6	1.5	4.6	-10.5	-8.6	99.0	1.4	34.8	3.4
COc1ccc(-c2c(C)n([O-])c3c([n+]2=O)CCC3)cc1OC	0.0	-3.5	5.3	1.7	-13.7	97.0	-1.6	10.9	-0.2
Cc1ccc(-c2nc(N)s[n+]2-c2ccccc2)cc1	1.8	-4.5	0.5	1.9	3.3	98.0	-2.4	11.1	-1.2
CCOc1ccc(NC(=O)C(=O)N/N=C\c2ccc(CNS(=O)(=O)c3ccccc3)o2)cc1	41.8	-0.7	0.5	-2.3	-8.7	99.0	-1.6	-9.3	-3.7
CC(NC(=O)/C=C/c1ccco1)c1nc2ccccc2n1Cc1cccc(Cl)c1 (stereo unspecified)	8.0	-5.5	-2.4	-18.6	-7.8	105.0	-5.3	-6.9	36.3*
O=C(NCC(=O)N1CCOCC1)OCc1ccccc1	14.4	-3.0	-3.8	-4.8	-4.8	102.0	-0.7	14.1	-17.2
O=C(CSc1nnc(-c2cccnc2)s1)Nc1ccc(C(=O)O)cc1	12.8	-0.9	6.0	2.7	-15.4	102.0	0.1	11.9	7.0
CCOc1ccc(-c2nnc(NC(=O)Cc3ccc(OC)cc3)o2)cc1	-8.5	-2.2	0.6	-27.5	11.0	99.0	-4.1	-4.1	3.2
O=C(Cc1c(Cl)cccc1Cl)OCC(=O)N1CCN(C(=O)c2ccco2)CC1	16.6	-1.2	-6.1	-12.6	5.5	102.0	-3.9	19.2	8.4
O=C(Nc1ccc(Br)c(Cl)c1)c1ccco1	-9.8	-3.1	2.5	8.4	-3.3	101.0	-2.6	-10.2	-5.9
CSc1ccccc1Sc1cc(C(=O)O)c2ccccc2n1	12.9	-0.5	3.5	-12.5	-3.8	103.0	1.7	0.1	11.0
COc1ccc(Nc2cc(=O)n(-c3ccccc3)c3c2c(=O)n(C)c(=O)n3C)cc1	-7.2	-2.8	.	-10.2	-1.5	99.0	-2.6	24.6	0.4
CCOC(=O)c1c(C)[nH]c(C)c1S(=O)(=O)NC(CC)CN1CCOCC1 (stereo unspecified)	8.2	-4.4	-3.7	-4.6	9.5	102.0	-5.2	64.9*	-0.9
COc1ccc(C)cc1-n1c(SCC(=O)Nc2cccc(C(=O)O)c2)nc2ccccc2c1=O	14.8	-2.2	-8.8	-32.8	-5.7	104.0	-2.5	-5.3	7.2
Cc1cc(Cl)ccc1OCC(=O)NCCCCc1ccccc1	-6.5	-0.5	0.6	-24.7	-7.7	99.0	-1.2	-1.8	-0.6
CCCCCn1c(=O)[nH]c2cc(C(=O)Nc3ccc(OC)cc3)ccc2c1=O	-9.5	-8.7	-0.7	0.2	-4.1	99.0	-1.8	7.0	2.1
O=c1c2ccccc2n(Cc2ccc(Cl)cc2)c(=O)n1Cc1ccco1	-0.4	-2.8	1.9	-1.4	8.9	95.0	-2.9	-35.3	14.8
COc1ccc2c(c1)C(=NN)c1cc(OC)ccc1-2	-15.6	-2.8	-7.0	-1.7	-3.3	102.0	-1.3	2.3	-5.5
O=C(Cn1c2ccccc2c(=O)c2ccccc21)N/N=C/c1cc([N+](=O)[O-])ccc1N1CCCCCC1	.	-2.2	4.1	1.4	-2.6	96.0	-2.3	33.8	1.2
O=C(N/N=C/c1cccc([N+](=O)[O-])c1)c1cnccn1	8.9	-2.0	-0.6	0.4	-15.6	96.0	-0.3	2.5	-6.8
O=C(NCc1ccccc1Cl)C(=O)c1cn(CC(=O)N2CCOCC2)c2ccccc12	16.5	-2.0	2.3	-31.7	-9.7	98.0	-1.4	6.3	-11.2
Cc1ccc(/C(O)=C2\C(=O)C(=O)N(CCN(C)C)C2c2ccccc2F)cc1 (stereo unspecified)	-18.5	-1.9	-0.7	-1.5	-4.8	85.0	-0.3	0.7	10.3
N#Cc1ccc(CSCC(=O)NN=C2CCCC2)cc1	8.6	-2.9	10.2	-19.0	0.2	99.0	-2.3	2.0	-8.3
COc1cccc([C@@H]2Oc3ccc(OC)cc3C(=O)[C@H]2OC(=O)Nc2cc(OC)c(OC)c(OC)c2)c1	-13.3	-0.4	.	-29.8	-5.8	97.0	-1.5	18.2	-16.9
CSCCC(=O)N1CCCC(CO)(CCCc2ccccc2)C1 (stereo unspecified)	9.4	-1.9	3.2	-30.8	-9.8	111.0	-1.0	.	-5.0
COc1ccc(Oc2c(C)oc3c(CN4CCOCC4)c(O)ccc3c2=O)cc1	30.1	-3.6	6.7	-12.2	-9.6	106.0	-1.9	60.1*	8.2
O=C(Nc1ccc(F)cc1F)N1CCCCC1c1cccnc1 (stereo unspecified)	21.8	-3.3	-0.1	2.7	-10.5	100.0	-1.9	-12.0	3.5
Cc1cc(C)nc(NS(=O)(=O)c2ccc(NC(=S)NC(=O)c3ccco3)cc2)n1	15.8	2.2	7.0	-9.4	2.8	91.0	1.6	15.8	6.7
CCOc1ccc(NC(=O)CCSc2nc3c(c(CC)c2C#N)C(=O)CC(C)(C)C3)cc1	-12.3	-2.0	1.1	-5.1	-1.7	102.0	-0.2	1.0	4.6
O=C(Nc1ccc(N2CCN(C(=O)c3ccco3)CC2)c(Cl)c1)c1cccs1	-3.9	-3.1	1.4	-1.1	2.2	106.0	-1.3	10.6	-2.2
Cc1cc(OC(=O)c2cccc([N+](=O)[O-])c2)c(C)cc1CN1CCOCC1	11.7	-0.4	0.6	-0.5	-1.8	81.0	-0.6	.	-18.3
CCc1c(O)nc(SCC(=O)N(CC)CC)[nH]c1=O	-4.6	-5.5	3.7	0.9	0.5	106.0	-1.7	58.6	10.5
CCC(O)(CC)C(=O)N(Nc1ccc(C)cc1)c1ccc(C)cc1	-5.4	-1.8	0.1	-35.3	-0.2	104.0	-1.6	52.2	-8.9
COc1ccc(Oc2ccc(C(F)(F)F)cc2NC(=O)CC(CC(=O)O)c2ccccc2)cc1 (stereo unspecified)	13.0	-3.3	6.8	-23.9	-11.0	91.0	-2.8	15.9	-4.0
COc1ccc(CNC(=O)CCC2N=C3c4ccccc4N=C(SCC(=O)NCC4CCCO4)N3C2=O)cc1 (stereo unspecified)	4.7	-3.2	-1.9	-40.4	4.0	105.0	-1.0	29.0	2.2
CC(=O)Nc1c(Nc2ccccc2)c2ccccc2oc1=O	5.9	-2.6	.	1.8	-12.4	59.0	0.1	-5.9	9.8
